MITF inh – MITF inhibitors, primary screen, biochemical, AlphaScreen, human | Microphthalmia-associated transcription factor (Homo sapiens), O75030 | AlphaScreen MITF homodimerization, bead proximity signal | inhibition, % at 2.6 µM | 650,000 tested, 0.91% active | AID 1259374, 2018; in the data active means inhibition above about 50%;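 further: 0% = vehicle wells with protein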
TEAD-YAP block – TEAD-YAP interaction inhibition, primary screen, TEAD-YAP interaction inhibitor project, luminescence, HEK-TIYL cells | inhibition, % at 9.12 µM | AID 1259422, 2018 | TEAD-Gal4/YAP UAS-luciferase luminescence | 640,000 tested, 1.4% active; in the data active means inhibition above about 32%;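 further: 0% = median of test compound wells and 100% = reference inhibitor wells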
GPR151 ag – activators of human GPR151, primary screen, cell-based, PathHunter beta-arrestin, luminescence | 650,000 tested, 1% active | PathHunter beta-arrestin GPR151 cells | activation, % at 11.2 µM | G-protein coupled receptor 151 (Homo sapiens), Q8TDV0; in the data active means activation above about 4.9%;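 further: 0% = median of compound wells and 100% = cells with positive control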
FBW7 activator – FBW7 E3 ligase activators, primary screen, biochemical, AlphaScreen, human; normalized activity (activation), % at 26.1 µM; AlphaScreen FBW7–phospho-cyclin E peptide binding, activator screen; F-box/WD repeat-containing protein 7 (Homo sapiens), Q969H0; 650,000 tested, 0.13% active; in the data active means normalized activity above about 1.9%;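 further: purified mutant Fbw7 with reduced substrate affinity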
Target sequence (Q969H0 whole entry, looked up): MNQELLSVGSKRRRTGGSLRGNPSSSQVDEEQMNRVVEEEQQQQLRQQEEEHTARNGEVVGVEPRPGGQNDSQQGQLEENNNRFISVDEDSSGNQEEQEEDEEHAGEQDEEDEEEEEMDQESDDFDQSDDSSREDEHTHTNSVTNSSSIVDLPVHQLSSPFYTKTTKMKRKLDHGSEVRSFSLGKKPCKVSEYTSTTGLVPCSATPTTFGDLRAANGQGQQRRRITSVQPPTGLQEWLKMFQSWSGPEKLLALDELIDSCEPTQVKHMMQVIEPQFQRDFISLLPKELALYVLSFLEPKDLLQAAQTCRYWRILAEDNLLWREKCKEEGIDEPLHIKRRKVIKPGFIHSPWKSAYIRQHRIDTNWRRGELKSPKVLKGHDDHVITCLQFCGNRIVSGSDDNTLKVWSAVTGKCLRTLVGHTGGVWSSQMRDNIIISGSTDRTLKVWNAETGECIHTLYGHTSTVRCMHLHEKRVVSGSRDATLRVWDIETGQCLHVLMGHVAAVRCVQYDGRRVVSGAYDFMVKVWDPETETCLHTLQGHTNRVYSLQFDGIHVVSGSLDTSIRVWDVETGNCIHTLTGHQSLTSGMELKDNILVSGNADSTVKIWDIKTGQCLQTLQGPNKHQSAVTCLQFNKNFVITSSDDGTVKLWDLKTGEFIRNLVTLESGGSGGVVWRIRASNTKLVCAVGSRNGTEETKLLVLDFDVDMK
Numbers without * were called inactive.

SMILES	MITF inh	TEAD-YAP block	GPR151 ag	FBW7 activator
CCC(Sc1nc2c(c(=O)[nH]1)CCC2)C(=O)NC1CCCC1 (configuration not stated)	12	18	0.7	0.0
COc1cccc(/C=C(\C#N)c2nc3ccccc3[nH]2)c1OC	6	-12	0.5	0.0
Cc1ccc(S(=O)(=O)C(C)C(=O)c2ccccc2)cc1 (configuration not stated)	20	-1	0.3	0.1
CCN(CC)c1ccc(C2NC(=O)NC(C)=C2C(=O)OCCc2ccccc2)cc1 (configuration not stated)	2	1	-0.6	0.1
O=C(Cc1c(Sc2ccccc2)c2ccccc2n1Cc1ccccc1)NCCO	14	11	-1.3	0.6
Cc1cccc(OCCCCNCCO)c1C	-8	13	-0.7	0.1
O=C(NCc1ccccc1)c1ccccc1	10	1	0.7	0.2
COC(=O)C1=C(C)Nc2c(c(=O)n(C)c(=O)n2C)C1c1cccc(Br)c1 (configuration not stated)	-16	0	-0.1	-0.2
O=C(Nc1ccc2c(c1)C(=O)NC2=O)c1ccco1	5	13	-0.7	0.0
CC1(C)C(c2ccccc2)=NC(c2ccccc2)=[N+]1[O-]	22	-5	-2.0	0.1
O=c1oc2cc(O)ccc2cc1-c1nnc(Nc2ccc(Cl)cc2Cl)s1	7	-2	-0.4	-0.1
CC1=C(C(=O)OC(C)C)C(c2ccccc2[N+](=O)[O-])C2=C(CCCC2=O)N1 (configuration not stated)	9	8	-0.2	0.3

Next section; it opens with the 6 that closed the last part.
SMILES	MITF inh	TEAD-YAP block	GPR151 ag	FBW7 activator
O=C(NCc1ccccc1)c1ccccc1	10	1	0.7	0.2
COC(=O)C1=C(C)Nc2c(c(=O)n(C)c(=O)n2C)C1c1cccc(Br)c1 (configuration not stated)	-16	0	-0.1	-0.2
O=C(Nc1ccc2c(c1)C(=O)NC2=O)c1ccco1	5	13	-0.7	0.0
CC1(C)C(c2ccccc2)=NC(c2ccccc2)=[N+]1[O-]	22	-5	-2.0	0.1
O=c1oc2cc(O)ccc2cc1-c1nnc(Nc2ccc(Cl)cc2Cl)s1	7	-2	-0.4	-0.1
CC1=C(C(=O)OC(C)C)C(c2ccccc2[N+](=O)[O-])C2=C(CCCC2=O)N1 (configuration not stated)	9	8	-0.2	0.3
OCCNc1nc(NCCN2CCOCC2)nc2nc[nH]c12	-5	7	0.2	-0.1
COc1ccc(CN2Cc3cc4ccccc4nc3OCC2=O)cc1	-20	-8	1.3	0.6
CC(=O)N1N=C(c2c(-c3ccccc3)c3cc(Cl)ccc3[nH]c2=O)CC1c1ccccc1Cl (configuration not stated)	13	15	-1.0	0.1
O=C(O)c1ccc(Br)c(S(=O)(=O)N2CCCCC2)c1	7	5	-1.7	0.2
Nc1ccccc1-c1nc2ccccc2s1	0	-70	-2.2	1.7
Fc1ccccc1-c1nc(Nc2ccccc2)c2ccccc2n1	3	-15	-0.3	0.0
CCCC(=O)Nc1ccc(NC(=O)c2ccc(OCC)c(Br)c2)cc1	0	16	1.7	0.0
CSc1cccc(CNC(=O)CC2C(=O)NCCN2CC(C)(C)C)c1 (configuration not stated)	-4	-11	-0.5	-0.1
COCCNC(=O)CNC(=S)N(Cc1ccccc1)Cc1cccs1	14	2	-1.3	0.8
CC(NC(=O)C(O)CNC(C)(C)C)C1COc2ccccc2O1 (configuration not stated)	34	9	0.2	0.1
CC(C)CCn1c(N2CCCCCC2)nc2c1c(=O)[nH]c(=O)n2C	29	-20	-2.0	1.2
CC(=O)C1=C(O)C(=O)N(CCN2CCNCC2)C1c1ccccc1F (configuration not stated)	16	4	0.8	0.2
Cn1c(SCc2ccccc2)nnc1-c1ccccc1N	-9	-7	-0.6	-0.1
CCOc1ccc(N2Cc3ccc(C(=O)O)cc3C2=O)cc1	-11	11	-4.4	-0.1
CCOC(=O)N1CCC(n2c(SCc3ccccc3Cl)nc3ccccc3c2=O)CC1	8	-5	-1.2	0.2
COc1cccc(OC)c1OCC(O)CN1CCN(c2ccccn2)CC1 (configuration not stated)	6	4	-2.2	0.0
Cc1cc(C)cc(C(=O)Nc2ccc(Nc3ccc(-n4cccn4)nn3)cc2)c1	11	-4	-0.3	-0.1
CCN(CC1CCCO1)C(=O)CCc1nnc(Cc2c[nH]c3ccccc23)o1 (configuration not stated)	-9	-5	1.6	0.0
CC(=O)c1cc(Cl)cc(CO)c1O	-6	-12	2.2	0.0
CC1(C)Cc2cccc(C(=O)Nc3cnccc3C(F)(F)F)c2O1	6	25	-0.3	0.6
COc1cc(C(=O)Nc2cccc(-c3nc4ccccc4s3)c2)cc(OC)c1OC	-4	-11	-0.7	0.1
O=C1CN(c2ccccc2F)C(=O)CN1/N=C/c1cccs1	16	-1	-0.6	1.2
Cc1ccc(N2CCN(S(=O)(=O)c3c(C)[nH]c(=O)[nH]c3=O)CC2)c(C)c1	-1	-9	-0.6	0.0
Cc1ccccc1-n1nc2c(c1NC(=O)CCC1CCCCC1)CS(=O)(=O)C2	-16	4	1.6	0.0
O=C(c1cc(C(=O)N2CCCC2)cc([N+](=O)[O-])c1)N1CCCC1	-1	6	-0.3	-0.2
Cc1nn2c(-c3cccc(NC(=O)c4ccccc4)c3)nnc2c2ccccc12	11	0	-0.3	0.1
COC(=O)Nc1ccc([N+](=O)[O-])cc1S(=O)(=O)Cc1ccccc1	-11	-1	1.3	0.1
CC1=C(C#N)C(c2cccc(I)c2)C2=C(CC(C)(C)CC2=O)N1 (configuration not stated)	-4	7	0.0	0.2
COc1cc2ccccc2cc1C(=O)Nc1ccc2oc(-c3ccc(C(C)(C)C)cc3)nc2c1	-9	-2	-0.9	-0.1
CS(=O)(=O)Nc1ccc(CSc2ccccc2)cc1	12	-14	-0.6	0.2
COCCCn1c(=O)c(C#N)cc2c(=O)n3cccc(C)c3nc21	16	-2	-0.9	0.0
CCOC(=O)N1CCN(C(=O)CN(c2cc(C(F)(F)F)ccc2Cl)S(=O)(=O)c2ccccc2)CC1	5	-9	-0.1	-0.2
COc1coc(CSC(=S)N(C)C)cc1=O	5	-4	-1.0	0.0
CC(C)N(CCCNC(=O)c1nc(-c2cccnc2)no1)Cc1ccccc1	7	6	-2.6	0.7
O=C(Nc1ccc(Oc2ccc([N+](=O)[O-])c3cnccc23)cc1)c1ccccc1	9	23	1.3	-0.2
O=C(N/N=C/c1cc2ccccc2cc1O)c1ccncc1	54*	88*	2.7	-2.1

Four structures from above, sorted by count of non-hydrogen atoms, lowest first:
SMILES	MITF inh	TEAD-YAP block	GPR151 ag	FBW7 activator
CCC(Sc1nc2c(c(=O)[nH]1)CCC2)C(=O)NC1CCCC1 (configuration not stated)	12	18	0.7	0.0
CC1(C)Cc2cccc(C(=O)Nc3cnccc3C(F)(F)F)c2O1	6	25	-0.3	0.6
COc1cccc(OC)c1OCC(O)CN1CCN(c2ccccn2)CC1 (configuration not stated)	6	4	-2.2	0.0
CCN(CC1CCCO1)C(=O)CCc1nnc(Cc2c[nH]c3ccccc23)o1 (configuration not stated)	-9	-5	1.6	0.0

Following part
SMILES	MITF inh	TEAD-YAP block	GPR151 ag	FBW7 activator
Nc1nonc1C(=O)N/N=C/c1cccc2ccccc12	-7	-6	-3.5	-0.1
Cc1nnc(SCC(=O)Nc2ccccc2C(F)(F)F)n(N)c1=O	-4	-1	-1.7	-0.3
CC1=C(C(=O)Nc2cccc(C)n2)C(c2ccc(Cl)cc2)C2=C(CC(C)(C)CC2=O)N1 (configuration not stated)	5	8	0.7	0.1
O=C(Cc1cccc(F)c1F)NCC1CCC2(CCN(C(=O)C3CC3)CC2)O1 (configuration not stated)	7	5	-0.1	0.0
CCOC(=O)c1c(NC(=O)CNC2CCCCC2)sc2c1CCCC2=O	-1	-2	0.0	0.2
Nc1nc2nc(-c3cccs3)cc(C(F)(F)Cl)c2s1	7	-4	0.2	0.1
N#CSc1ccc(NCCO)cc1C(F)(F)F	1	5	-2.3	-0.1
Cc1cc(C)c2nc3nc(C)c(C)cc3c(N)c2c1	16	81*	-1.8	-0.2
COCC(C)Nc1ncnc2c1c(-c1ccccc1)cn2-c1cccc(C(F)(F)F)c1 (configuration not stated)	-4	-7	-1.7	0.8
Cc1cc(OCC(=O)Nc2ccc(C#N)cc2)cc(C)c1Cl	2	4	0.4	0.1
Cn1c(=O)c2c(nc(Cl)n2Cc2ccncc2)n(C)c1=O	-2	-1	0.6	0.4
CC(C)C1C(=O)N(N)C2(C)CC(C)(C)NC(=S)N12 (configuration not stated)	-7	0	1.7	-0.2
Cc1nc2c(-c3cccs3)c(C)nn2c(N2CCC(O)CC2)c1C	0	-9	0.1	0.0
CCOc1c(Cl)cc(CNc2ncn[nH]2)cc1OC	-6	-1	0.0	-0.1
COc1ccc(CC(=O)Nc2ccc(N3CCCC3=O)c(C)c2)cc1OC	-66	14	1.6	0.1
O=C1/C(=C/c2ccccc2F)NC(=S)N1c1ccccc1	13	-14	-0.1	0.3
CC(C)Cn1cc(C(=O)NCCN(C)Cc2ccccc2)c2c3ccccc3n(C)c2c1=O	4	14	0.1	1.2
CCNC(=O)C(Cc1c[nH]c2ccccc12)NC(=O)OCc1ccccc1 (configuration not stated)	16	-11	-1.2	0.0
O=C(c1ccc(N2CCOCC2)cc1)N1CCOc2ccc(CN3CCOCC3)cc2C1	12	-5	-0.4	0.1
CN1CCC(N(C)S(=O)(=O)c2ccc3c(c2)OCCO3)CC1	2	7	1.1	0.0
Cc1cc(C)n2nc(SC3CCCCC3=O)nc2n1 (configuration not stated)	-1	9	0.8	-0.1
COc1cc(OC)c(OC)cc1CNCC1OCCc2ccccc21 (configuration not stated)	3	5	0.1	-0.7
COc1ccc(NC(=O)c2ccc([N+](=O)[O-])s2)cc1	-4	-37	-1.6	0.0
Cc1ccccc1N(CC(=O)NC(C)C)S(C)(=O)=O	-16	0	-0.7	0.2
COc1ccc2ccccc2c1C(=O)/C=C/c1cccnc1	20	85*	-1.5	0.6
O=[N+]([O-])c1cccc(-c2nc(N3CCCC3)c3ccccc3n2)c1	8	-1	0.3	-0.1
O=C(C1CC12CCN(Cc1cccn1-c1ncccn1)CC2)N1CCc2ccccc2C1 (configuration not stated)	0	-1	0.6	0.0
COc1ccc(-c2nc(Nc3ccc(Oc4ccc5c(c4)C(=O)N(c4ccccc4C(F)(F)F)C5=O)cc3)c3ccccc3n2)cc1OC	-3	6	-0.2	-0.2
CC(=O)Nc1ccc(N/C(C)=C/C(=O)c2ccc(Br)cc2)cc1	0	3	1.8	0.1
Cc1c(Cl)cn2c(=O)cc(CCl)nc2c1Cl	15	8	-0.2	0.4
Cc1nn2c(-c3ccc(NC(=O)c4ccccc4)cc3)nnc2c2ccccc12	6	-5	-0.2	0.1
CS(=O)(=O)N(CC(=O)Nc1ccccc1-c1ccccc1)c1ccccc1Cl	17	-2	-1.1	0.2
CC(=O)N1c2ccccc2C(N(C(=O)c2ccc([N+](=O)[O-])cc2)c2ccccc2)CC1C (configuration not stated)	-2	-12	-0.7	0.0
O=C(Nc1ccccc1C(=O)O)c1cccc(Cl)c1	-2	-9	-5.3	-0.1
CCOC(=O)NC(=O)COC(=O)c1cccc2ccccc12	5	5	-1.4	0.3
C=CCN1C(=O)/C(=C/c2cccc(OCC)c2)SC1=S	-4	2	1.3	-0.3
FC(F)(F)c1ccc(Cn2cnc3c(NCCOc4ccccc4)nc(Nc4ccccc4)nc32)cc1	12	3	1.2	0.1
O=C(CCCn1c(=S)[nH]c2cc3c(cc2c1=O)OCO3)NCc1cccc(Cl)c1	6	5	5.3*	0.0
N#CC1=C(N)SC(N)=C(C#N)C1c1ccc(C(F)(F)F)cc1	-18	9	0.3	0.0
COc1ccc(-c2noc(CN(C(=O)c3cc(OC)cc(OC)c3)C(C)C)n2)cc1	-1	-4	2.6	0.1
O=C(C[n+]1cccc(C(=O)c2ccccc2)c1)c1cccc([N+](=O)[O-])c1	4	4	-0.7	-0.1
COCCCn1c(=C(C#N)C#N)s/c(=C/c2ccc(OC(F)F)cc2)c1=O	3	4	0.2	0.0
Cc1ccc(S(=O)(=O)NCc2csc(-c3ccccc3)n2)c(C)c1	2	-4	2.8	1.1
Cc1ccc(NC2c3ccccc3C(=O)N2c2cccnc2)cc1 (configuration not stated)	17	-2	-0.7	-0.2
O=C(NCc1ccc2c(c1)OCO2)c1cnc2ccccn2c1=O	-1	-12	-0.7	0.0
Cc1ccn2c(NC(=O)c3ccccc3)c(-c3ccccc3)nc2c1	3	-20	-0.9	-0.1
COc1ccc(C(=O)Nc2cc(C)on2)cc1[N+](=O)[O-]	-71	2	-0.2	-0.1
COc1ccc(-c2nc(SCC(=O)Nc3cccc(S(N)(=O)=O)c3)n[nH]2)cc1	12	7	0.0	-0.1
O=S(=O)(NCCN1CCOC(c2ccccc2)C1)c1cccc(Cl)c1 (configuration not stated)	-20	9	-0.4	-0.1
O=C(CCl)Nc1ncc(Cc2ccccc2F)s1	19	6	-0.4	0.3
COc1cc(OC)c(C(=O)NCCCc2ccccc2)cc1OC	-4	-7	0.0	-0.1
C[C@H]1C(=O)N2CCN(C(=O)c3cccc4ccccc34)C[C@@H]2C(=O)N1C	11	-5	1.9	0.1
N#Cc1cc(Cc2ccc(N)c(C#N)c2)ccc1N	27	11	-0.5	0.2
COc1ccc(-c2cn3c(C)csc3n2)cc1	-2	-10	-7.5	0.0

Bioassay records (PubChem BioAssay)

No enrichment for hits; about 3.5% have a hit in one of these screens.
